SIAH1 antagonists = Siah-1 peptide-binding antagonists, primary screen, biochemical, fluorescence polarization, rhodamine-plectin, uHTS (AID 1817); one-dose displacement, % at 20 µM; IC50 in µM for titrated hits; Siah-1 / rhodamine-plectin peptide fluorescence polarization; higher % means a stronger effect; hit rate 0.02% among 290,000; E3 ubiquitin-protein ligase SIAH1 (Homo sapiens);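 active = displacement of at least 50% at 20 µM, with a fluorescence ratio check between 0.3 and a set limit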;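 note: plate controls were Siah plus tracer with DMSO for no effect and tracer alone without Siah for full effect; strong numbers were not always called active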
HIV peptide binding = inhibitors of HIV fusion peptide binding, primary screen, biochemical, uHTS, fluorescence dequenching (AID 1986). inhibition, % at 20 µM, or IC50 in µM where a hit was titrated. cell-free peptide binding, fluorescence dequenching, 30 min; higher % means a stronger effect. hit rate 0.3% among 290,000; in the data active = inhibition mostly above about 52%, no sharp cut-off; inactive = mostly below about 76%; note: some results filed as inactive read as strong as hits
GPR35 arrestin U2OS = GPR35 antagonists blocking zaprinast-driven arrestin recruitment, primary screen, imaging, U2OS, beta-arrestin-GFP, zaprinast agonist (AID 2058); G-protein coupled receptor 35 (Homo sapiens); inhibition, % at 10 µM, or IC50 in µM where a hit was titrated; hit rate 0.052% among 290,000; U2OS GPR35 beta-arrestin-GFP translocation imaging, zaprinast antagonism; higher % means a stronger effect;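 active = inhibition of at least 50% with at least 30 cells and total cytoplasm GFP at most 10,000,000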
GPR55 activation = GPR55 agonists via beta-arrestin recruitment, primary screen, imaging, U2OS cells, beta-arrestin-GFP redistribution (AID 1961) | G-protein coupled receptor 55 (Homo sapiens) | activation, % at 10 µM, or EC50 in µM where a hit was titrated | U2OS GPR55 beta-arrestin-GFP redistribution imaging; higher % means a stronger effect | hit rate 0.048% among 290,000;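 active = activation above 40% with more than 50 cells counted in the well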;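 note: U2OS osteosarcoma cells stably expressing GPR55 and beta-arrestin-GFP; plate controls were DMSO negative control for no effect and LPI positive control for full effect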
K1F lysis inhibition = inhibition of K1F phage lysis, E. coli UTI89, bacterial capsule biogenesis inhibitors, alamar blue (AID 488966) | E. coli UTI89 K1F phage lysis, alamar blue, 2 h; higher % means a stronger effect | inhibition, % at 100 µM, or IC50 in µM where a hit was titrated | hit rate 0.02% among 340,000;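 active = phage lysis inhibition, versus mean bacterial control, above a set limit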;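 note: capsule biogenesis inhibitors block K1F phage lysis so surviving cells raise fluorescence; higher fluorescence means more inhibition of phage lysis; actives were called in the ten point dose series up to 300 µM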
AID2073 = inhibitors of Mint1-CaV2.2 protein interaction, biochemical, HTRF (AID 2073). HTRF protein-protein interaction, Mint1-CaV2.2; higher % means a stronger effect. Voltage-dependent N-type calcium channel subunit alpha-1B (Homo sapiens). hit rate 0.19% among 290,000. inhibition, % at 20 µM, or IC50 in µM where a hit was titrated; in the data active = inhibition mostly above about 51%, no sharp cut-off; note: some results filed as inactive read as strong as hits
GPR55 LPI antagonism = GPR55 antagonists blocking LPI-driven arrestin recruitment, primary screen, imaging, U2OS, beta-arrestin-GFP, LPI agonist (AID 2013). U2OS GPR55 beta-arrestin-GFP translocation imaging, LPI antagonism; higher % means a stronger effect. inhibition, % at 10 µM; hits with a dose series show IC50 in µM. hit rate 0.13% among 290,000;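 active = spots per cell inhibited over 60%, with over 100 cells counted and total cytoplasm intensity under 500,000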;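 note: U2OS cells stably carrying GPR55 and arrestin-GFP stimulated by 5 µM LPI near EC80; imaged beta-arrestin-GFP aggregate spots per cell after agonist stimulation; plate controls were LPI-stimulated DMSO wells for no effect and DMSO wells without LPI for full effect; some results filed as inactive read as strong as hits; confirmed hits need IC50 under 10 µM and bright autofluorescent wells are also inconclusive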
NTR1 agonist = agonists of NTR1, primary screen, imaging, U2OS cells, beta-arrestin-GFP, high content (AID 493036). hit rate 0.17% among 330,000. Neurotensin receptor type 1 (Homo sapiens), P30989. activation, % at 20 µM. NTR1-U2OS beta-arrestin-GFP spot imaging, agonist mode;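 active = activation at or above 40% of the spot to cytoplasm intensity ratio, with at least 20 cells analyzed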;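 note: 0% = DMSO without peptide and 100% = 100 nM NTR1 peptide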
Target sequence (P30989 whole entry, looked up): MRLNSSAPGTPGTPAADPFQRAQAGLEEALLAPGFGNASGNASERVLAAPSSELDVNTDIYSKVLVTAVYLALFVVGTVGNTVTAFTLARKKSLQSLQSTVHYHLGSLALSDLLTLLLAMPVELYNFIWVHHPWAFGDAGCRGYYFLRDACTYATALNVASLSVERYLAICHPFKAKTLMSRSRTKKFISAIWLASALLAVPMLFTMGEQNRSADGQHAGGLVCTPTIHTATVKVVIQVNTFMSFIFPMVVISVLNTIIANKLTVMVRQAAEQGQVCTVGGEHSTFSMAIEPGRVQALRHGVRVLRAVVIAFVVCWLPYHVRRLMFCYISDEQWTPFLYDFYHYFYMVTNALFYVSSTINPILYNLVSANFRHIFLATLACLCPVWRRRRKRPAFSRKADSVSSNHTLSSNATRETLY
Dengue-2 NS5 capping = Dengue-2 NS5 methyltransferase inhibitors, primary screen, biochemical, confirmation dose response (AID 588689) | hit rate 0.3% among 340,000 | Genome polyprotein (Dengue virus type 2 (strain 16681-PDK53)) | inhibition, % at 25 µM, or IC50 in µM where a hit was titrated | Dengue-2 NS5 methyltransferase capping enzyme assay, biochemical; higher % means a stronger effect; in the data active = a potency from the dose series
NTR1 agonist cell count 20 µM = second read-out of NTR1 agonist, no call of its own (marks repeat the call); cell count; measured here: cell count, cytotoxicity flag
Dengue-2 NS5 capping pilot replicate = second read-out of Dengue-2 NS5 capping, no call of its own (marks repeat the call); inhibition, %; measured here: pilot screen replicate inhibition
* marks the source's active call; other numbers are inactive results; x = not tested or not shown; [ ] = remark or other dose.

SMILES	SIAH1 antagonists	HIV peptide binding	GPR35 arrestin U2OS	GPR55 activation	K1F lysis inhibition	AID2073	GPR55 LPI antagonism	NTR1 agonist	NTR1 agonist cell count 20 µM	Dengue-2 NS5 capping	others
CC(=O)c1cccc(N(CC(=O)Nc2ccccc2F)S(C)(=O)=O)c1	15%	2.8%	-7%	0.5%	-0.5%	-6%	13%	0.8	55	6%
CCCOc1c(Cl)cc(/C=N/O)cc1OCC	-1%	-2.9%	-2%	-0.1%	0.0%	4%	-9%	3.0	57	-4%
COc1ccc(CCNC(=O)c2c(N)no[n+]2[O-])cc1OC	-2%	-1.2%	-1%	-0.5%	-0.1%	-2%	-1%	-0.4	60	1%
O=C(NCc1ccccc1)C1=C[C@@H](c2ccc(Br)cc2)C[C@@H](OCc2ccc(CO)cc2)O1	-1%	1.6%	-9%	0.5%	0.9%	2%	17%	5.3	98	-7%
Cc1cc2ccccc2n1CCNC(=O)C(C)C	8%	9.8%	-6%	0.3%	6.7%	-10%	3%	-0.1	55	1%
CCCCNC(=O)C(=O)N/N=C/c1ccc(C(=O)OC)cc1	-3%	-1.4%	14%	-0.2%	-0.1%	0%	8%	0.1	31	-2%
Cc1cc(=O)n2[nH]c(SCc3ccc(Cl)cc3)nc2n1	9%	0.6%	-4%	-0.6%	-1.2%	-5%	0%	0.5	59	-3%
COc1ccccc1-n1c(C)nc2cc(C(=O)NCc3ccc4c(c3)OCO4)ccc21	-1%	-0.7%	0%	-0.3%	0.1%	-11%	-5%	0.1	30	2%
COCCCNC(=O)Cn1nnc(-c2ccc(NC(=O)c3ccccc3F)cc2)n1	0%	0.0%	11%	0.6%	0.5%	-2%	-10%	-0.8	78	-2%
COc1ccc(S(=O)(=O)NNC(=O)C2CC(c3cccnc3)=NO2)cc1 (stereo unspecified)	4%	-1.1%	13%	-0.1%	-0.7%	11%	3%	-0.1	62	-3%
NC(=NC(=O)c1ccc(Cl)cc1)N1N=CCC1c1ccccc1 (stereo unspecified)	-5%	-1.8%	0%	-0.2%	-1.5%	1%	7%	6.6	84	-1%
CCOC(=O)c1ccc(NC(=O)CCC(=O)OC)cc1	-2%	-2.8%	-6%	-0.4%	0.6%	0%	6%	1.1	63	-4%
COc1ccc(-n2c(=S)[nH]c3ccccc3c2=S)cc1	-1%	-1.8%	8%	0.0%	0.3%	10%	3%	6.0	88	-6%
Cc1cc(NC(=O)CSc2nnnn2Cc2ccccc2)no1	4%	-1.1%	2%	0.2%	1.0%	-4%	-3%	1.2	74	-5%
CCn1ccnc1C(O)c1cccc(OC)c1OC (stereo unspecified)	0%	-0.9%	10%	0.4%	-1.8%	3%	-15%	1.0	74	1%
CCOC(=O)c1cc(C)n(-c2ccc(OC)c(OC)c2)c1C	1%	9.9%	-1%	0.2%	3.0%	-4%	9%	-5.0	102	-14%
O=C(O)c1ccc(N/N=C/c2cn(Cc3ccccc3F)c3ccccc23)cc1	-8%	61%	-26%	-0.1%	0.7%	21%	-8%	6.0	54	64µM*
Cc1ccc(/C=C2\SC(=S)N(CC(=O)Nc3ncc(Cc4ccccc4Cl)s3)C2=O)cc1	-1%	1.4%	1%	0.0%	x	22%	12%	-0.8	60	x
CC1(C)Cc2c(sc(NC(=O)C(=O)NCCCN3CCOCC3)c2C(N)=O)CO1	6%	0.9%	19%	-0.2%	-0.3%	-8%	6%	-0.1	82	-8%
COc1cccc(CN2CCN(C(=O)c3cc(-c4ccccn4)nc4ccc(Cl)cc34)CC2)c1	1%	7.2%	-10%	-0.1%	0.4%	8%	11%	6.0	44	-6%
Oc1c(I)cc(I)c2cccnc12	0%	2.5%	11%	-0.1%	-8.5%	-7%	17%	2.6	61	2%
COCCCNC(=S)N1CCN(S(=O)(=O)c2ccc(OC)cc2)CC1	6%	0.2%	8%	-0.1%	1.6%	0%	5%	1.4	42	-5%
O=C(COc1cccc2ccccc12)N1CCN(c2ccccn2)CC1	3%	-3.8%	17%	-0.3%	12%	-5%	2%	3.0	47	-3%
O=C(CN1CCN(S(=O)(=O)c2ccc(Cl)cc2)CC1)Nc1ccc2c(c1)OCCO2	3%	-1.1%	-6%	-0.2%	0.2%	0%	12%	8.2	50	-4%
COc1ccc(CCn2nnnc2C(C(C)C)N2CCN(c3ncccn3)CC2)cc1OC (stereo unspecified)	-5%	-0.4%	12%	-0.2%	-0.4%	-1%	-11%	1.4	70	-3%
Cc1cc(C)c2c(N)c3ccccc3nc2n1	-2%	0.0%	0%	0.2%	-0.5%	11%	6%	-1.2	84	-13%
CNc1nc(-c2c[nH]c3ccccc23)cs1	0%	-0.1%	22%	-0.1%	-0.4%[50 µM]	-17%	-5%	-0.4	64	7%
CCOC(=O)N1CCC(NC(=O)C2CCCN2C(=O)OCc2ccccc2)CC1 (stereo unspecified)	1%	0.7%	-3%	-0.3%	0.1%	-2%	4%	0.9	50	1%
CCN(CC(=O)Nc1ccc2c(c1)OCCO2)CC(=O)Nc1cc(C)on1	-2%	-1.7%	3%	-0.1%	-0.1%	-1%	-4%	-0.6	31	1%
COc1cc(OC)cc(C(=O)N2CCC(N3CCCCCC3)CC2)c1	-6%	-3.0%	10%	0.0%	-0.7%	11%	4%	-1.1	99	-10%	Dengue-2 NS5 capping pilot replicate=-5.2
COc1ccc(C)cc1Nc1nnc(C)c(=O)[nH]1	8%	-0.2%	-1%	-0.2%	-0.3%	-2%	2%	3.4	34	-1%
O=c1cc(CO)oc(CN2CCN(c3ccccc3F)CC2)c1O	6%	-0.1%	8%	0.3%	1.6%	-9%	19%	-1.3	52	-5%
O=C(NCC1CCCO1)C12CN(Cc3ccccc3)CC1C(c1cccc([N+](=O)[O-])c1)=NO2 (stereo unspecified)	-3%	-1.9%	-11%	-0.3%	2.2%	-4%	-15%	0.9	47	-14%
O=[N+]([O-])c1cccc(C2NCC(c3ccccc3Cl)c3c2[nH]c2ccccc32)c1 (stereo unspecified)	4%	-0.4%	-11%	0.3%	2.6%	19%	19%	18	60	0%
CCOc1ccc(C2=C(C=Nc3c(C)n(C)n(-c4ccccc4)c3=O)C(c3ccc(F)cc3)c3ccccc3O2)cc1 (stereo unspecified)	-4%	-0.6%	4%	-0.1%	0.6%	34%	0%	2.1	62	-2%
CCC(C)n1cnc2c(c1=O)c1nc3ccccc3nc1n2Cc1ccccc1OC (stereo unspecified)	2%	0.5%	13%	0.2%	1.4%	-2%	2%	8.3	45	5%
Cc1ccc(C(=O)N2CCCCC2)cc1S(=O)(=O)N1CCCC1	1%	0.7%	14%	-0.1%	1.8%[50 µM]	1%	18%	-0.5	55	-5%
Cc1ccc(CNC(=O)C2CCCN2C(=O)NCc2ccccc2)cc1 (stereo unspecified)	6%	-0.7%	4%	0.3%	0.5%	3%	3%	-1.4	75	-6%
O=C(Nc1ccc(Br)cn1)c1cccc2c1-c1ccccc1C2=O	9%	-1.0%	-4%	0.0%	-0.2%	11%	-10%	16	40	3%
CCOC(=O)c1c(C)[nH]c(C)c1C(=O)COC(=O)C1CCCN1S(=O)(=O)c1ccccc1F (stereo unspecified)	-2%	9.2%	-8%	0.4%	1.7%	-6%	1%	0.9	75	-4%
COc1cc2cc(C(N)=O)c(N)nc2cc1OC	1%	2.5%	-15%	-0.1%	-0.4%	41%	7%	-0.6	47	7%
NC(=O)COC(=O)c1ccccc1SCC(=O)NC1CCCCCC1	1%	-1.4%	-14%	-0.3%	-1.2%	-3%	7%	1.1	40	-7%
Cc1ccc2c(C)c(C(=O)NCc3ccc(S(N)(=O)=O)cc3)oc2c1	-3%	-1.1%	8%	-0.2%	0.7%	-3%	-2%	1.1	40	7%
COc1cc(/C=N/NC(=O)C(=O)NCc2ccco2)ccc1O	4%	1.9%	0%	-0.2%	1.0%[50 µM]	12%	-8%	1.1	52	0%
Cc1ccc(CN(C(=O)COc2ccc(Br)cc2)C2CCS(=O)(=O)C2)o1 (stereo unspecified)	-2%	-1.4%	1%	-0.2%	0.1%	-8%	3%	-1.2	52	4%
O=C(CSc1nc2ccccc2n1CCc1ccccc1)N1CCOCC1	7%	3.5%	5%	-0.2%	4.7%	0%	4%	1.6	57	-7%
O=C1CC(=C(c2ccccc2)c2ccccc2)C(=O)N1CCCCN1CCN(c2cccc(Cl)c2)CC1	-2%	-2.0%	-3%	0.5%	0.6%	4%	20%	0.5	39	3%
CN(C)c1ccc(C(=O)OCC(=O)NCC2CCCO2)cc1 (stereo unspecified)	-6%	2.9%	11%	0.3%	0.2%	9%	13%	2.3	66	-2%	Dengue-2 NS5 capping pilot replicate=2.1
COc1cc(CCC(=O)OCc2ccccc2C#N)cc(OC)c1OC	8%	1.6%	-6%	-0.3%	0.1%	4%	5%	1.1	51	9%
Cc1ncc(CN2CCC(CO)(CCOc3ccccc3)CC2)s1	2%	1.9%	7%	0.2%	0.2%	27%	2%	-0.1	54	-7%
O=Cc1ccccc1Oc1ccccc1	7%	0.0%	2%	0.2%	0.6%	24%	9%	1.4	32	-5%
COc1ccc(CCNC(=O)[C@@H](NC(=O)c2ccccc2F)C(C)C)cc1OC	3%	0.5%	5%	-0.4%	0.3%	-1%	9%	-0.7	51	-6%
CC(=N/O)/C(=N\O)c1ccc(C)o1	-1%	0.0%	-1%	0.8%	-1.3%	-7%	6%	0.2	58	-1%
COc1ccc(NC(C)=O)c2nc(C)c(C)nc12	-3%	-1.0%	1%	-0.1%	-0.3%	1%	-3%	0.4	78	-3%
CCN(CC)C(=O)Cn1cc(C(=O)C(=O)NCCc2ccccc2)c2ccccc21	-3%	-0.6%	0%	-0.1%	0.0%	8%	-5%	0.4	58	-1%
Cn1nnnc1SCC(=O)Nc1ccccc1Cl	0%	-3.3%	8%	0.9%	1.4%	2%	2%	-2.0	47	-9%

Source: PubChem (several laboratories)
